From PubChem BioAssay
RNase H inhibition – RNase H inhibition, HIV 1 Gag Pol polyprotein, FRET biochemical assay, screening (AID 372); HIV-1 RT RNase H, FRET RNA/DNA substrate fluorescence; higher % means a stronger effect; inhibition, % at 10 µM, or IC50 in µM where a hit was titrated; hit rate 0.77% among 100,000; in the data active = inhibition above about 50%
Active calls of the source: *. These rows are one share of the data; rates above refer to the full screens.

SMILES | RNase H inhibition
COc1ccc(-c2nc(-c3ccc(OC)c(OC)c3)no2)cc1 | 5%
Cc1[nH]n(-c2ccccc2)c(=O)c1C=Nc1ccc(Cl)c(C(=O)O)c1 | 18%
O=C(N/N=C\c1cccc([N+](=O)[O-])c1)c1cncc(Br)c1 | 6%
C=CCN1C(=O)/C(=C/c2cc(Cl)cc(Cl)c2OCCOc2ccccc2OC)SC1=S | 12%
CCOC(=O)Nc1sc(C)nc1-c1ccccc1 | 6%
Cc1[nH]c2ccccc2c1/C=N/NC(=O)c1cc(-c2ccccc2)n[nH]1 | 17%
CCCCNCCCCCCOc1ccc(OC)cc1 | 5%
CCOC(=O)c1c(NC(=O)c2ccc(Cl)c([N+](=O)[O-])c2)sc2c1CCC2 | 16%
CCN(CC)C(=O)C(=O)N/N=C/c1cccc(OC)c1 | 3%
Oc1ccccc1-c1nc2ccccc2[nH]1 | 11%
COc1ccc(C(=O)/C=C/c2cc3c(cc2Br)OCO3)cc1OC | 28%
S=C(Nc1cccc2ccccc12)N1CCN(C(c2ccccc2)c2ccccc2)CC1 | 5%
Cc1ccc(OCCOc2ccc(Cl)cc2C=O)cc1 | 21%
CCOC(=O)C1=C(C)N=c2s/c(=C\c3ccc(-c4ccc(C)c([N+](=O)[O-])c4)o3)c(=O)n2C1c1ccc(OC)c(OC)c1 (stereo unspecified) | 18%
COc1cc(OC)c(OC)cc1CN1CCN(Cc2ccc([N+](=O)[O-])cc2)CC1 | 9%
COc1cc(/C=N/Nc2nnc(Cl)c3ccccc23)ccc1O | 15%
Cc1nn(CC(=O)Nc2ccccc2C(F)(F)F)c(C)c1[N+](=O)[O-] | 5%
CCC(C)c1ccc(OCCOc2ccc(Br)cc2/C=N/n2cnnc2)cc1 (stereo unspecified) | 12%
CCOC(=O)c1c(NC(=O)CSc2nc3ccccc3[nH]2)sc2c1CCCC2 | 14%
Oc1ccc(Br)cc1-c1nnc2ccc3ccccc3n12 | 9%
COc1cc(CN2CCN(Cc3ccccc3F)CC2)cc(OC)c1OC | 4%
Cc1ccc2nc(SCC(=O)Nc3ccc(Br)cc3)[nH]c2c1 | 18%
O=S(=O)(c1ccc(-c2csc(Nc3ccc4c(c3)OCO4)n2)cc1)N1CCOCC1 | 8%
Cc1nnsc1C(=O)NN=C1CCCCC1 | 6%
O=C(NN1CCOCC1)c1ccc([N+](=O)[O-])cc1 | 7%
CC1=C(C(=O)Nc2ccc(C)cc2)C(c2ccc(Cl)cc2Cl)NC(=S)N1 (stereo unspecified) | 36%
O=C(Nc1nc(-c2ccc(F)cc2)cs1)c1ccccc1[N+](=O)[O-] | 9%
CN(C)c1ccc(-c2ncnn2-c2ccc(Cl)cc2)cc1 | 10%
COc1ccc(-n2cnc3c(sc4nccc(N(C)C)c43)c2=O)cc1 | 2%
COc1cc(OC)c(/C=C2/C(=O)NC(=S)N(c3ccc(C)cc3)C2=O)c(OC)c1 | 0%
COc1cc(/C=C2\SC(=S)N(C3CCCCC3)C2=O)ccc1OC(=O)c1cccc(C)c1 | 4%
Cc1ccc(NC(=O)COc2cc(C)c(Cl)c(C)c2)cc1NC(=O)c1ccccc1 | 29%
Cc1cn2c(nc1=O)OC1C(O)C(CO)OC12 (stereo unspecified) | 11%
CCOc1ccc(-c2cc(C)n3nc(C(=O)O)cc3n2)cc1 | 7%
Cc1cc(NC(=O)c2ccc3c(c2)C2C=CCC2C(c2ccc(F)cc2)N3)ccc1[N+](=O)[O-] (stereo unspecified) | 14%
COc1ccc(-c2ccc(-c3nc(-c4ccccc4Cl)no3)cc2)cc1 | 5%
O=C(Nc1ccc(Cl)cc1)Nc1nnc(Cc2ccc(F)cc2)s1 | 12%
Cc1cccc(NC(=O)/C=C/c2ccc(Cl)cc2)c1 | 2%
COc1ccc(-c2nc3cc(NC(=O)COc4ccc(Br)cc4)ccc3o2)cc1 | 20%
O=C(N/N=C/c1cccnc1)c1cc(Br)cc(Br)c1O | 0%
COC(=O)COC(=O)c1c(Cl)ccc(Cl)c1OC | 0%
C=CCc1ccccc1OCc1nnc(NC(=O)Nc2ccccc2OC)s1 | 27%
COc1ccc(C2/C(=C(/O)c3ccc(Cl)cc3)C(=O)C(=O)N2C)cc1 (stereo unspecified) | 2%
CCOc1ccc2nc(SCC(=O)Nc3cccc(C(F)(F)F)c3)sc2c1 | 16%
Cc1cc(C)c2nc3s/c(=C\c4ccc(N(C)C)cc4)c(=O)n3c2c1 | 6%
COc1ccc(N(CC(=O)NCc2ccccc2C)S(C)(=O)=O)c(OC)c1 | 2%
O=C(/C=C/c1ccc2c(c1)OCO2)N1CCOCC1 | 3%
CCc1nn(-c2ccccc2)c2nc(-c3ccc(O)c(OC)c3)c3cc(OC)c(OC)cc3c12 | 1%

Given as tab-separated lines: part of the list above
Structure	RNase H inhibition
CCc1nn(-c2ccccc2)c2nc(-c3ccc(O)c(OC)c3)c3cc(OC)c(OC)cc3c12	1%
COC(=O)COC(=O)c1c(Cl)ccc(Cl)c1OC	0%

(next part)
SMILES | RNase H inhibition
CC(C)(C)c1[nH]nc2c1C(c1cccc(F)c1)C(C#N)=C(N)O2 (stereo unspecified) | 1%
O=C(O)C1CCCCC1C(=O)NCCc1ccc(F)cc1 (stereo unspecified) | 10%
Cc1ccccc1N(CC(=O)O)S(=O)(=O)c1ccccc1 | 0%
O=C1NN(c2ccccc2)C(=O)/C1=C\c1ccc(Cl)cc1 | 11%
COc1ccc(-c2nc3cc(NC(=S)NC(=O)c4ccccc4)ccc3o2)cc1Br | 0%
COc1cccc(CNc2ccc3c(c2)CCC3)c1OC | 5%
O=C(N/N=C/c1ccccc1O)c1c[nH]c2ccccc12 | 10%
COc1ccc([N+](=O)[O-])cc1-c1ccc(/C=c2\sc3nc4cc(Br)cnc4n3c2=O)o1 | 14%
COc1cc(/C=N\NC(=O)CNc2ccc(C)cc2)ccc1OCc1ccccc1 | 11%
CCCCNCCCCCCOc1c(C)cc(C)cc1C | 1%
CCOC(=O)c1c(-c2ccc(C)cc2)csc1NC(=O)C1CC1 | 28%
O=C(CCN1C(=O)c2ccccc2C1=O)N1CCN(Cc2ccccc2)CC1 | 7%
Cc1ccc(-c2nc3ccccc3o2)cc1NC(=O)c1ccccc1I | 7%
COc1ccc(C(=O)NNC(=O)C2CCCO2)cc1 (stereo unspecified) | 8%
CC(=O)OCCCNc1cc(N2CCCC2)ccc1[N+](=O)[O-] | 25%
COc1cc(/C=C2\Sc3ccccc3C2=O)ccc1Oc1ccc(C(F)(F)F)cc1[N+](=O)[O-] | 6%
COc1ccc(NC(=O)c2ccc(Oc3ccc(C(=O)Nc4ccc(OC)cc4)cc3)cc2)cc1 | 22%
O=C(O)c1cc(-c2cccnc2)nc2ccc(Br)cc12 | 37%
CCOc1ccc(C(=O)Nc2ccc3oc(-c4ccc(Cl)cc4)nc3c2)cc1[N+](=O)[O-] | 42%
O=C(NNC(=O)C12CC3CC(CC(C3)C1)C2)c1ccco1 | 6%
Cc1ccc(C(=O)Oc2ccc(C=C3C(=O)NC(=O)NC3=O)cc2)cc1 | 0%
O=C1C(Cl)=C(Nc2ccc(F)cc2)C(=O)N1c1ccc(Br)cc1 | 17%
Oc1ccc(C=Nc2ccc(I)cc2)cc1 | 4%
Cc1ccccc1OCC(=O)O/N=C(\N)c1ccncc1 | 16%

Exported comma-delimited: entries from further up
molecule,RNase H inhibition
COc1cc(/C=N\NC(=O)CNc2ccc(C)cc2)ccc1OCc1ccccc1,11%
CCCCNCCCCCCOc1c(C)cc(C)cc1C,1%
CCOC(=O)c1c(-c2ccc(C)cc2)csc1NC(=O)C1CC1,28%
O=C(CCN1C(=O)c2ccccc2C1=O)N1CCN(Cc2ccccc2)CC1,7%
Cc1ccc(-c2nc3ccccc3o2)cc1NC(=O)c1ccccc1I,7%
COc1ccc(C(=O)NNC(=O)C2CCCO2)cc1 (stereo unspecified),8%
CC(=O)OCCCNc1cc(N2CCCC2)ccc1[N+](=O)[O-],25%
COc1cc(/C=C2\Sc3ccccc3C2=O)ccc1Oc1ccc(C(F)(F)F)cc1[N+](=O)[O-],6%
COc1ccc(NC(=O)c2ccc(Oc3ccc(C(=O)Nc4ccc(OC)cc4)cc3)cc2)cc1,22%
O=C(O)c1cc(-c2cccnc2)nc2ccc(Br)cc12,37%
CCOc1ccc(C(=O)Nc2ccc3oc(-c4ccc(Cl)cc4)nc3c2)cc1[N+](=O)[O-],42%
O=C(NNC(=O)C12CC3CC(CC(C3)C1)C2)c1ccco1,6%
Cc1ccc(C(=O)Oc2ccc(C=C3C(=O)NC(=O)NC3=O)cc2)cc1,0%
O=C1C(Cl)=C(Nc2ccc(F)cc2)C(=O)N1c1ccc(Br)cc1,17%
Oc1ccc(C=Nc2ccc(I)cc2)cc1,4%
Cc1ccccc1OCC(=O)O/N=C(\N)c1ccncc1,16%

Next results follow:
SMILES | RNase H inhibition
Cc1ccccc1-c1nc2cc(NC(=S)NC(=O)c3ccccc3F)ccc2o1 | 7%
O=C(CCCOc1ccc(Cl)cc1Cl)NC1CCCCCCC1 | 25%
CCCCn1c(O)c(/C=C2\C=Nc3ccccc32)c(=O)[nH]c1=O | 25%
O=C(NCc1ccccc1)/C(=C/c1ccco1)c1ccccc1 | 16%
O=C(/C=C/c1ccc(-c2ccc(Cl)cc2Cl)o1)NCCCN1CCOCC1 | 15%
COc1ccc(C2/C(=C(/O)c3ccccc3)C(=O)C(=O)N2c2cccc(C(F)(F)F)c2)cc1OC (stereo unspecified) | 6%
COc1ccc(CC(=O)N/N=C(\C)c2cccs2)cc1OC | 19%
Oc1c(N=Nc2ccc(I)cc2)sc2ccccc12 | 22%
CCOC(=O)c1ccc(-c2ccc(/C=C3\Sc4ccccc4C3=O)o2)cc1 | 9%
O=C(Nc1nnc(CSCc2ccccc2F)s1)Nc1ccc(Cl)cc1Cl | 53%*
O=C(Nc1ccc(Cl)cc1Cl)c1ccc(N2C(=O)C3C4C=CC(C4)C3C2=O)cc1 (stereo unspecified) | 11%
O=C(c1cccs1)N1CCN(c2ccccn2)CC1 | 9%
COc1ccc(CC(=O)Nc2cc(C)ccc2C)cc1 | 3%
O=C(CC1SC(=O)NC1=O)Nc1ccc(O)cc1 (stereo unspecified) | 6%
CCCCS(=O)CC(COC(C)=O)S(=O)CCCC (stereo unspecified) | 11%
CCc1ccc(-c2nc(-c3ccc(F)cc3)no2)cc1 | 12%
O=C1C2C3C=CC(C3)C2C(=O)N1/N=C/c1cccc(I)c1 (stereo unspecified) | 4%
Cc1cc(C)c2oc(-c3cccc(NC(=O)c4cc([N+](=O)[O-])ccc4Cl)c3C)nc2c1 | 28%
O=C(Nc1ccc(Br)cn1)Nc1ccccc1Cl | 15%
O=C(O)c1ccc(OCc2occc2C(=O)O)cc1 | 6%
COc1ccc(-c2cc(C(=O)NCc3ccc(F)cc3)c3ccccc3n2)cc1OC | 7%
CCCOC(=O)C1=C(C)NC2=C(C(=O)CC(c3ccccc3)C2)C1c1ccccc1Br (stereo unspecified) | 58%*
COc1ccc(/C=N/NC(=S)Nc2cccc(C)c2)c2ccccc12 | 5%
COc1ccc(N(CC(=O)NCC(C)C)S(C)(=O)=O)cc1Cl | 5%
O=C(NCc1ccc(Cl)cc1)C(=O)Nc1ccc(F)cc1 | 10%
Cc1cc(C)nc(/N=C(\N)Nc2ccc(Oc3ccccc3)cc2)n1 | 16%
O=C(COc1ccc(Cl)cc1Cl)Nc1ccc(O)c(-c2nc3ccccc3s2)c1 | 61%*
COc1ccc(Cl)cc1C(=O)NC(C)C | 0%
COc1ccccc1NC(=O)c1ccccc1C(F)(F)F | 0%
Cc1c(NC(=S)NC2CCCCC2)c(=O)n(-c2ccccc2)n1C | 0%
N#C/C(=C\c1ccccc1[N+](=O)[O-])c1nc(-c2ccc(Cl)cc2)cs1 | 0%
COc1cc(N/C=C(/C#N)c2nc(-c3ccc4c(c3)OCO4)cs2)c(OC)cc1Cl | 9%
CC(C)CC(NC(c1ccccc1)(c1ccccc1)c1ccccc1)C(=O)O (stereo unspecified) | 0%
O=[N+]([O-])c1cc([N+](=O)[O-])c2nonc2c1Nc1cccc(F)c1 | 11%
O=C(/C=C(\O)c1ccccc1)c1ccc([N+](=O)[O-])cc1 | 1%
COc1ccc(/C=C2/C(=O)NN(c3ccccc3)C2=O)cc1Br | 5%
O=C1N=c2ccc(Br)cc2=C1c1sc(Nc2ccc(O)cc2)nc1O | 31%
COc1cc(=O)n(C)c2c(OCC(O)C(C)(C)O)cccc12 (stereo unspecified) | 2%
Cc1ccc(C(=O)Nc2ccc(OC(F)(F)F)cc2)cc1 | 11%
O=C(O)CC1=C(O)C(=O)N(c2ccccc2)C1c1ccccc1 (stereo unspecified) | 0%
CCCCn1c(-c2ccccc2)nc2ccccc21 | 16%
COc1ccc(CNC(=O)CN(c2ccc(F)cc2)S(C)(=O)=O)cc1 | 0%
Cn1c(=O)n(CCOc2ccc([N+](=O)[O-])cc2)c2ccccc21 | 23%
O=C1c2ccccc2C(=O)C12OC(c1ccc(Cl)cc1)C1(C(=O)c3ccccc3C1=O)C2c1ccc(F)cc1 (stereo unspecified) | 10%
COc1ccccc1NC(=O)Nc1nnc(-c2ccc(OC)c(OC)c2)s1 | 13%
O=[N+]([O-])c1ccccc1S(=O)(=O)Nc1cccc(Br)c1 | 0%
CNC(=O)c1cc(-c2ccc(OC)cc2)nc2ccccc12 | 11%
CCCCOc1ccc(OCC(=O)N/N=C/c2cc(OC)ccc2OCC)cc1 | 16%
O=C1NC(=O)N(c2ccc(Cl)cc2)C(=O)/C1=C\c1ccc(-c2ccc(C(=O)O)c(Cl)c2)o1 | 7%
O=C(NCC1(c2ccccc2)CCOCC1)c1ccco1 | 15%
COc1ccc(OCCOc2ccc([N+](=O)[O-])cc2/C=C2\C(=O)NN(c3ccccc3)C2=O)cc1 | 12%
Cc1ccc2cc(C3=C/C(=C/c4ccc(Br)cc4)C(=O)O3)ccc2c1 | 5%
CC1CN(C(=O)c2cc([N+](=O)[O-])cc([N+](=O)[O-])c2N)CC(C)O1 (stereo unspecified) | 10%
CN1CCC(=NNC(=O)C(=O)NCC2CCCO2)CC1 (stereo unspecified) | 3%
O=C(NCc1ccc2c(c1)OCO2)C(=O)Nc1ccccc1F | 3%
CC1=C(C(=O)OCCc2ccccc2)C(c2ccccc2OCc2ccccc2)C2=C(CC(c3ccccc3)CC2=O)N1 (stereo unspecified) | 10%
